AHR act: AHR activators, primary screen, cell-based, luminescence, luciferase reporter, human | Aryl hydrocarbon receptor (Homo sapiens), P35869 | hit rate 2.5% among 320,000 | activation, % at 5 µM | AHR-responsive luciferase reporter cells; in the data active = activation above about 47%;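 note: 0% = vehicle wells and 100% = reference agonist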
Target sequence (P35869 whole entry, looked up): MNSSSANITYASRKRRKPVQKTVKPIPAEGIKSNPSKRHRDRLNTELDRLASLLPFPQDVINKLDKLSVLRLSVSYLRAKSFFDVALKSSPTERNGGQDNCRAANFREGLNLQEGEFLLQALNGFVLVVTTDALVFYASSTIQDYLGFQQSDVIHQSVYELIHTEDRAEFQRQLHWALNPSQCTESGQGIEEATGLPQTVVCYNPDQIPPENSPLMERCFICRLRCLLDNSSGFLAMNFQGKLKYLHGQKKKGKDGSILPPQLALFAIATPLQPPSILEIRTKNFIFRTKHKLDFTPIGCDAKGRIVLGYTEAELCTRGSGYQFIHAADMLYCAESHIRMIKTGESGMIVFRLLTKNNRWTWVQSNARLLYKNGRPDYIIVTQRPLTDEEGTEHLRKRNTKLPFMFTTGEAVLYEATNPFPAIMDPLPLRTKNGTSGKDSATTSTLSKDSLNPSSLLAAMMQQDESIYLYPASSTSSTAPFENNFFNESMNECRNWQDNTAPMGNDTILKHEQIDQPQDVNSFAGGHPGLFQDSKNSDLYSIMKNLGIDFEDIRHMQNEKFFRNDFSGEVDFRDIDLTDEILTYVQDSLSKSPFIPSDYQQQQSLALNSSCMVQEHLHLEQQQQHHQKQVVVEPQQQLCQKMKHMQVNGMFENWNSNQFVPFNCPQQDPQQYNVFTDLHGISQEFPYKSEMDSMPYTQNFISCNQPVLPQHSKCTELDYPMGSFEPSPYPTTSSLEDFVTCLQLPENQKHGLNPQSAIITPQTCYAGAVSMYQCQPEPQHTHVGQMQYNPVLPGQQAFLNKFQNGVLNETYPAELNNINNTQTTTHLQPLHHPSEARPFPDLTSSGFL
procasp7 counter: procaspase-7 activators, primary screen, counter-screen for procaspase-3 activator project, biochemical, absorbance, HTS, human; recombinant procaspase-7, Ac-DEVD-pNA absorbance 405 nm; D23A/D198A/D206A triple mutant, cannot self-cleave; scale: DMSO 0, 5 µM enzyme 100; activation, % at 8.5 µM; hit rate 0.093% among 330,000; AID 463210, 2010;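 active = percent activation above the screen-wide mean plus 3 SD, cut at about 25% in these data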
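Detection: p-Nitroaniline absorbance at 405 nm, read at 0 and 120 min; system: Uncleavable procaspase-7 mutant enzyme; evaluation: % activation from two-timepoint absorbance difference, scaled to controls; times: 1 h enzyme–compound preincubation and 2 h substrate reaction, both 25 °C; buffer or medium: Zinc-free HEPES pH 7.4 with 300 mM NaCl, 0.01% Triton X-100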
Fh CTSL1 inh: Fasciola hepatica cathepsin L1 inhibitors, primary screen, counter-screen for PFM18AAP inhibitor project, biochemical, QFRET, fluorogenic peptide substrate; recombinant F. hepatica cathepsin L1, Z-Leu-Arg-MCA fluorescence; inhibition, % at 5.96 µM; hit rate 0.49% among 300,000;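 active = inhibition above the mean of all tested compounds plus 3 SD, set per screening campaign, cut at about 17% in these data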;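 note: 0% = plate median of test compound wells and 100% = 1 µM Z-Phe-Ala-diazomethylketone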
PAFAH2 inh: PAFAH2 enzyme inhibitors, primary screen, biochemical, fluorescence polarization, human; hit rate 0.99% among 340,000; Platelet-activating factor acetylhydrolase 2, cytoplasmic (Homo sapiens), Q99487; inhibition, % at 3.39 µM; recombinant PAFAH2, FP-rhodamine activity probe;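 active = inhibition above the mean over all tested compounds plus 3 SD, cut at about 30% in these data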;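 note: inhibitors block probe labeling of enzyme so polarization drops; 0% = enzyme with DMSO and 100% = wells lacking PAFAH2 protein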
procasp3 activ: activators of human procaspase-3 D3A mutant, primary screen, biochemical, absorbance, PC-3 D3A mutant, single concentration. Caspase-3 (Homo sapiens), P42574. recombinant procaspase-3 D3A, Ac-DEVD-pNA absorbance 405 nm. activation, % at 8.5 µM. hit rate 0.11% among 330,000;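 active = activation above the mean of all tested compounds plus 3 SD, cut at about 21% in these data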;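 note: 0% = DMSO alone and 100% = DMSO wells spiked with extra 5 µM PC-3 D3A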
Target sequence (P42574 whole entry D9A/D28A/D175A): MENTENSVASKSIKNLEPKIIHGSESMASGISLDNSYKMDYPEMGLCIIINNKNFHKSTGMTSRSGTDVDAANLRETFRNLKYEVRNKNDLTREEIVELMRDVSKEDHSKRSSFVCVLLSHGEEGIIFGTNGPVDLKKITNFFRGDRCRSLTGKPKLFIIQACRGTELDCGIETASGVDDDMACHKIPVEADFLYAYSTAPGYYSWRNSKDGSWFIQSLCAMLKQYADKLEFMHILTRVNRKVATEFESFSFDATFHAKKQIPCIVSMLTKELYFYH
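Test system: Procaspase-3 D3A mutant; medium: Zinc-free HEPES/NaCl buffer with 0.01% Triton X-100 at pH 7.4; reagent: DEVD-pNA substrate; doses: one concentration, 8.5 µM nominal, 0.8% DMSO; times: 1 h preincubation plus 2 h reaction at 25 °C; signal: Epi-absorbance at 405 nm of released p-nitroaniline, 0 and 120 min; replicates: singlicate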
TPT1 inh: Candida albicans TPT1 enzyme inhibitors, primary screen, biochemical, fluorescence polarization; tRNA 2'-phosphotransferase TPT1 (Candida albicans SC5314); recombinant caTPT1, FP RNA substrate dephosphorylation; inhibition, % at 5 µM; hit rate 0.81% among 300,000; AID 1962, 2009;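 active = inhibition above the mean of all tested compounds plus 3 SD, set per screening campaign, cut at about 24% in these data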;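 note: plate controls were DMSO alone for no effect and ferristatin control at 100 nM for full effect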
core dimer inh: inhibitors of HCV core protein dimerization, primary screen, biochemical, TR-FRET, high-throughput | AID 1899, 2009 | hit rate 0.33% among 300,000 | inhibition, % at 5 µM | TR-FRET GST/Flag-core106 dimerization, 1536-well;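 active = inhibition above the mean of all tested compounds plus 3 SD, set per screening campaign, cut at about 45% in these data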
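Test system: GST/Flag-tagged HCV core106 proteins; Medium: KF-containing HEPES buffer, pH 7.45, DTT, CHAPS, BSA; Times: compound-protein-antibody incubation 4 h at 22.5 °C; Detection: TR-FRET 671 and 617 nm emission; Benchmarks: wells lacking GST-core106 and wells with excess unlabelled core106.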
PP1 inh: PP1-alpha phosphatase inhibitors, primary screen, counter-screen for PP5 inhibitor project, biochemical, fluorescence, OMFP substrate, single point; purified PP1alpha; inhibition, % at 6.7 µM; hit rate 0.9% among 320,000; AID 2235, 2010;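 active = inhibition above the mean inhibition of all tested compounds plus 3 SD, computed separately for each screening campaign, cut at about 15% in these data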
PP5 primary: PP5 phosphatase inhibitors, primary screen, biochemical, fluorescence. inhibition, % at 6.7 µM. Serine/threonine-protein phosphatase 5 (Homo sapiens), P53041. hit rate 0.18% among 320,000. purified PP5c, OMFP substrate fluorescence;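 active = inhibition above the campaign's mean inhibition across all tested compounds plus 3 SD, cut at about 9.5% in these data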;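 note: 0% = DMSO only and 100% = 100 µM cantharidin control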
Starred values were filed as active, the others as inactive; · = not tested or not shown.

Every second line gives: AHR act	procasp7 counter	Fh CTSL1 inh	PAFAH2 inh	procasp3 activ	TPT1 inh	core dimer inh	PP1 inh	PP5 primary
CCn1c(CCC(=O)O)nc2cc(S(=O)(=O)N3CCOCC3)ccc21
    0	0	·	2	-11	·	·	·	·
COCCn1c(SCC(=O)Nc2ccc3c(c2)OCCO3)nc2c(c1=O)SC(C)C2 (stereo not given)
    26	0	-2	7	-7	3	4	-5	-3.3
O=c1cc(O)c2ccccc2n1Cc1ccccc1
    -2	-6	-2	4	-6	3	-1	3	0.8
CCN1CCc2nc(SCC(=O)Nc3ccc(OC)cc3)c(C#N)cc2C1
    14	-1	1	2	0	7	21	3	-0.3
Cc1[nH]nc2c1C1(C(=O)N(Cc3ccc(Cl)cc3)c3ccccc31)C(C#N)=C(N)O2 (stereo not given)
    0	-10	4	13	2	-1	0	0	1.8
CC(C)(C)NC(=O)CN(C(=O)CN1C(=O)C(=O)c2ccccc21)C(C)(C)C
    2	-2	-1	0	7	-1	-1	-3	-0.8
CN(C)C1(CNC(=O)CC(NC(=O)c2ccccc2Cl)c2ccccc2)CCCCC1 (stereo not given)
    0	-4	2	-2	-7	-1	-9	1	2.3
COc1cccc(NC(=O)Cn2c(=O)n(-c3ccccc3)c(=O)c3sccc32)c1
    -1	2	4	-4	-8	0	2	-3	1.7
O=C(CCN1C(=O)c2ccccc2C1=O)NCc1cccc(Cl)c1
    -3	-1	0	-2	16	-1	1	1	2.8
Cc1[nH]c2c(ccc3ccccc32)c1C1C(CCN)C1(C)C (stereo not given)
    18	-4	2	1	2	-3	-4	8	0.1
CCC(=O)Nc1cc(-c2nn3c(C)nnc3s2)ccc1C
    23	12	1	4	6	-4	3	4	-0.3
CCCc1cc(=O)n2[nH]c(-c3ccco3)nc2n1
    -1	2	1	-13	-7	-1	-3	-1	3.6
Cc1ccc(NC(=O)c2cn(CCC#N)nc2-c2cccs2)c([N+](=O)[O-])c1
    -1	-4	-2	1	8	1	7	-2	1.8
Cc1ccccc1OCC(=O)Nc1nc(-c2ccncc2)cs1
    10	17	·	-2	4	·	·	4	0.5
COc1ccc(C(CNC(=O)C(CCSC)NC(=O)c2ccccc2OC)N2CCCCC2)cc1 (stereo not given)
    7	8	-1	-3	4	4	-11	-1	1.5
NC(=O)C1CCN(c2oc(-c3ccc(F)cc3)nc2S(=O)(=O)c2ccccc2)CC1
    0	-6	·	0	-2	·	·	-3	1.3
C=C(C)CN(CC)c1nc(N)c2c(N)nc3c(c2c1C#N)CC(=O)N3C12CC3CC(CC(C3)C1)C2
    6	-10	4	13	-10	-5	42	19*	2.6
CCOC(=O)C1(Cc2cccc(Cl)c2)CCCN(C2CCN(C(C)=O)CC2)C1 (stereo not given)
    3	6	8	-2	9	6	-1	-4	-1.5
Cc1ccccc1Oc1nc(-c2ccccn2)nc2ccccc12
    6	2	-2	4	-11	-2	2	20*	2.6
CC1=CCC(C(=O)O)(C(=O)N/N=C/c2cccnc2)C(c2ccccc2)C1 (stereo not given)
    4	2	0	·	-3	2	0	-2	2.3
CS(=O)(=O)N(CC(=O)N1CCc2ccccc2C1)c1ccc(Br)cc1
    0	-1	0	·	-11	-2	1	0	-1.7
COC(=O)c1ccccc1NC1CC(=O)N(c2c(C)cccc2C)C1=O (stereo not given)
    3	-6	-2	5	-2	1	0	-13	5.8
COc1ccc([C@@H]2[C@@H]3C(=O)N(C(C)(C)C)C(=O)[C@@H]3[C@]3(Cc4ccc(Cl)cc4)C(=O)N(c4ccc(C)cc4)C(=O)N23)cc1
    0	-2	-1	-6	5	3	22	6	5.2
O=C(N/C(=C/c1ccc([N+](=O)[O-])cc1)C(=O)N1CCCC1)c1ccccc1
    1	3	1	5	8	-3	-1	0	3.4
COc1ccc(C(=O)OCCc2ccc(O)cc2)cc1
    -2	2	-3	-1	10	-2	-7	0	2.1
COC(=O)CSc1ncc(S(=O)(=O)c2ccccc2)c(=O)[nH]1
    0	-10	4	-3	-4	-5	-13	1	0.0
CCCOc1ccc(S(=O)(=O)N2CCN(C)CC2)c2ccccc12
    6	10	1	-5	1	2	-4	2	4.0
Cc1ccc(OCCNC(=O)CCc2ccccc2)cc1C
    5	-2	-3	1	-11	2	-12	-6	2.1
CCOC(=O)c1cc(-c2ccccc2)n(CC(=O)Nc2ccc(OC)cc2)c1C
    -3	2	0	0	-4	-1	0	8	1.9
CCc1cccc(NC(=O)CSCc2cc(=O)[nH][nH]2)c1
    1	-15	1	6	-14	-4	-5	-3	0.1
C[C@H](CO)N1C[C@H](C)[C@@H](CN(C)S(=O)(=O)c2cccs2)Oc2c(NS(=O)(=O)c3ccc(F)cc3)cccc2C1=O
    -1	8	·	9	5	·	·	·	·
COc1ccccc1N=NC1=C(O)CC(C)(C)CC1=O
    6	-3	-3	5	-20	12	-9	-13	0.1
Cc1ccc2c(c1)N(CCC(=O)NCC1CCCO1)C(=O)CO2 (stereo not given)
    1	-1	2	7	-4	-5	-5	-6	4.4
O=C(CCCCC(=O)Nc1ccc(F)cc1F)Nc1ccc(F)cc1F
    -1	9	0	-4	2	2	0	3	3.7
O=C(Nc1cccc(Cl)c1)Nc1cnccn1
    42	3	1	-1	0	2	4	-2	4.2
CCOc1ccc(CCNC(=O)COC(=O)c2ccncc2)cc1OCC
    3	-6	·	11	5	·	·	·	·
O=C(CCN1CCN(CCO)CC1)Nc1ccc(C2CCCC2)cc1
    0	-3	-2	2	-6	0	-1	-1	1.1
O=C(CN1C(=O)COc2ccccc21)N(CCCN1CCOCC1)CC1CC=CCC1 (stereo not given)
    0	-9	13	-5	7	1	2	-3	1.6
COc1ccc(S(=O)(=O)N2CCC(C(=O)NCc3ccncc3)CC2)cc1C
    0	8	0	8	-4	0	8	1	-0.2
CCOc1cc(/C=N/NC(=O)c2cccnc2)ccc1OC(=O)c1ccco1
    14	4	-2	-3	11	-1	-3	1	-0.8
Cc1ccccc1Oc1nc2c(C)cccn2c(=O)c1/C=C(\C#N)C(=O)NC1CCS(=O)(=O)C1 (stereo not given)
    2	0	2	-3	0	-1	8	-2	-0.8
CCOC(=O)c1c(N)c2cc([N+](=O)[O-])ccc2n1C
    46	-8	-5	-7	1	0	-11	-4	3.2
COc1ccc(C(=O)Nc2c3c(nn2-c2ccc(Cl)cc2)CS(=O)(=O)C3)cc1
    20	5	-3	-5	6	0	-6	2	2.3
Cc1ccc(O)c(NC(=O)c2cccc(NC(=O)c3ccco3)c2)c1
    104*	1	2	2	7	2	0	-1	2.8
Cc1cnc(C(=O)N2CCCC(C(=O)c3ccc(C(F)(F)F)cc3)C2)cn1 (stereo not given)
    5	-3	4	8	-4	-3	3	-4	-3.0
COc1ccc(C(=O)Nn2c(SCC(=O)N3CCC(C)CC3)nc3ccccc3c2=O)cc1
    3	-7	-4	12	6	4	6	-1	3.2
COc1ccc(C2c3c(oc4ccccc4c3=O)C(=O)N2CCCN2CCOCC2)cc1 (stereo not given)
    -5	-25	0	·	-9	0	2	-2	0.3
COc1ccc(Cl)cc1C(=O)NNC(=S)NC1CCCCC1
    25	7	1	·	5	5	-2	-3	1.3
CCCNC(=S)N1CCC(NC(=O)C2CCCCC2)CC1
    1	3	-4	2	-4	1	2	-9	0.1
O=C(COC(=O)c1n[nH]c(=O)c2ccccc12)Nc1ccccc1F
    -1	11	·	1	2	·	·	·	·
COc1cccc(/C=N/NC(=O)COc2cccc3cccnc23)c1O
    6	-5	-3	-8	5	3	2	4	-2.5
COc1cccc(NC2=C(Cl)C(=O)OC2OC(=O)c2ccco2)c1 (stereo not given)
    0	-17	7	3	-7	-2	2	-6	0.8
CCC(=O)Nc1c2c(nn1-c1ccc(OC)cc1)CS(=O)C2 (stereo not given)
    -1	-5	2	-5	8	0	0	-4	1.2
C=CCNS(=O)(=O)c1ccc(C(=O)OCc2cc(=O)oc3cc(OC)ccc23)cc1
    -4	-1	1	-1	-6	2	11	5	3.2
COc1cc(NC(=O)c2ccccc2)ccc1NC(=O)c1cc2ccccc2o1
    11	8	0	-5	-5	-1	13	-4	-2.7
CC(C)c1nc2n[nH]c(N)c2c2c1CCCC2
    5	10	0	-3	2	1	-5	-1	1.6
COc1ccc(OC)c(NC(=O)CNC(=O)Cn2cnc3sc(C)cc3c2=O)c1
    3	-5	6	-1	7	-1	-22	1	2.3
CC(C)CCNc1nc(N2CCCC2)c2c(c1C#N)CCN(C)C2
    10	-2	6	7	-13	-12	-4	2	3.5
COc1cccc(Nc2cc(C)nc3ccccc23)c1
    44	3	5	8	2	2	-5	1	-1.8
O=C(CSc1nc2cc(Cl)ccc2o1)Nc1ccc(N2CCOCC2)cc1
    0	6	0	-2	3	-2	1	-3	2.5

3 entries from above, arranged by the value under AHR act, rising:
SMILES	AHR act	PAFAH2 inh	procasp3 activ	TPT1 inh	core dimer inh	PP5 primary
C=CCNS(=O)(=O)c1ccc(C(=O)OCc2cc(=O)oc3cc(OC)ccc23)cc1	-4	-1	-6	2	11	3.2
Cc1[nH]nc2c1C1(C(=O)N(Cc3ccc(Cl)cc3)c3ccccc31)C(C#N)=C(N)O2 (stereo not given)	0	13	2	-1	0	1.8
CCCNC(=S)N1CCC(NC(=O)C2CCCCC2)CC1	1	2	-4	1	2	0.1

Remaining list, next part
Every second line gives: AHR act	procasp7 counter	Fh CTSL1 inh	PAFAH2 inh	procasp3 activ	TPT1 inh	core dimer inh	PP1 inh	PP5 primary
CC(=O)C1=C(C)N(Cc2ccccc2)C(=O)N[C@H]1c1cccc(C(F)(F)F)c1
    5	13	2	-2	4	0	-4	1	0.5
O=C(Nc1ccc2c(c1)OCO2)C1CC(=O)N(c2ccccc2)C1 (stereo not given)
    5	11	-1	6	11	0	-1	-1	0.8
CCCCn1nc2cc(C(=O)NCCc3ccc(C)cc3)ccc2c1OCC
    2	-5	-3	0	-1	-2	-6	4	1.4
COc1ccc(Cn2nnnc2C(c2ccccc2OC)N2CCC(C(N)=O)CC2)cc1 (stereo not given)
    1	3	-1	1	0	-2	-3	-3	0.0
C#CCOc1ccc(C2C3=C(CC(C)(C)CC3=O)N(CC(=O)O)C3=C2C(=O)CC(C)(C)C3)cc1OC
    6	-17	-3	11	-8	4	-2	0	3.3
COC(=O)c1ccc(CN2CCC(n3nccc3NC(=O)C3CC3)CC2)cc1
    1	0	0	0	3	-1	6	0	-0.2

From PubChem
